High-throughput results deposited in PubChem BioAssay by Fisher Drug Discovery Resource Center.
hcGAS inh – human cGAS inhibition; Q8N884; recombinant h-cGAS, ATP depletion, Kinase-Glo luminescence; inhibition, % at 12.5 µM; 290,000 tested, 0.081% active; AID 1259398;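 also: 0% = vehicle reaction and 100% = reaction without DNA for no activity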
Target sequence (Q8N884 whole entry, looked up): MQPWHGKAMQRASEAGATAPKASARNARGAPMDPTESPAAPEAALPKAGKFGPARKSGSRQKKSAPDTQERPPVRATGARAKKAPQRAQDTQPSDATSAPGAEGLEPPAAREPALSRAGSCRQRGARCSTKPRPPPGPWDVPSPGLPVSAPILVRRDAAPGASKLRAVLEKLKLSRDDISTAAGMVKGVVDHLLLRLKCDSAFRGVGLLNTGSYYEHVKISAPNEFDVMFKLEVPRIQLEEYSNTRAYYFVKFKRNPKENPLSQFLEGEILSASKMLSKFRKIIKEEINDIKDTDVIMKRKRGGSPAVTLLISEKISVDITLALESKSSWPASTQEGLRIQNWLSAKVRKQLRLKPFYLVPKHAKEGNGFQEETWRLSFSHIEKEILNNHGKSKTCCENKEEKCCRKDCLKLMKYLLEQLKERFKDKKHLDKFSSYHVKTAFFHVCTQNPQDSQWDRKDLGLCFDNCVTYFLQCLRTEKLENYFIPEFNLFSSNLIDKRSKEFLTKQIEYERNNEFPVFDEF
NPYLR7 agonist – activates Aedes aegypti NPYLR7 receptor | activation, % at 10 µM | HEK293T NPYLR7/Galpha15, GCaMP6s calcium fluorescence | 270,000 tested, 0.15% active; in the data active = activation above about 40%;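 also: 0% = vehicle and 100% = reference agonist at the receptor; some compounds past the cut are filed as inactive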
mcGAS inh – blocks mouse cGAS activity. recombinant cGAS, Kinase-Glo ATP depletion luminescence. inhibition, % at 12.5 µM. 160,000 tested, 0.15% active. AID 1259399;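 also: 0% = negative control wells and 100% = reference inhibitor with no enzyme activity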
* hit, by the source's call; / = not tested or not shown; & = joins results of further samples. Rule as the data show it, unless noted: active = inhibition above about 40%; inactive = the rest. The order is random; 0.27% or so of the library scored in one or more.

1: Cc1ccc(CN2CCN(Cc3cccc4nonc34)CC2CCO)o1 (stereo unspecified)
2: C=CCN1C(=O)c2ccccc2NC1c1ccccc1OC (stereo unspecified)
3: O=c1c2ccccc2nnn1Cc1ccc(Cl)cc1
4: COc1ccc(S(=O)(=O)Oc2cccc(CN(CC(C)C)C(=O)c3cccc(F)c3)c2)cc1
5: CCOc1ccccc1N1CCN(C(=O)c2sc3cc(C)ccc3c2Cl)CC1
6: CC(=O)NC(CC(=O)N1CCC2(CC1)CC(=O)c1cc(F)ccc1O2)C(=O)N1CCC2(CC1)CC(=O)c1cc(F)ccc1O2 (stereo unspecified)
7: CCN1CCN(c2c(CN(C(=O)Nc3ccc(SC)cc3)C(C)C)c(C)nn2-c2cccc(F)c2)CC1
8: COc1ccc(C(=O)NCC(=O)Nc2nc3cc4c(cc3s2)OCCO4)cc1OC
Assay by compound,1,2,3,4,5,6,7,8
mcGAS inh,-11,/,-3,-3,-5,-2,-2,-7
hcGAS inh,-7,-17,9,0,0,-2,-1,-7
NPYLR7 agonist,5,18,-5,13,-9,-2,7,9

9: CCOc1cn(C)c(C(=O)NCc2ccc3c(c2)OCO3)cc1=O
10: Cc1[nH]n2c(=O)c(C#N)c(-c3ccccc3)nc2c1-c1ccccc1
11: CCCN(C(=O)CNC)[C@@H]1CCCC[C@H]1O
12: CCc1nc(CN2CCC(c3[nH]ncc3Cc3ccccc3)CC2)c(C)[nH]1
13: Cc1cccc2oc(-c3ccc(N)cc3Cl)nc12
14: CNC(=O)COc1coc(CN2c3ccccc3CC2C)cc1=O (stereo unspecified)
15: CCc1cc(N(C)CCc2ccc(OC)c(OC)c2)nc(SCc2ccc(C(=O)NC3CC3)cc2)n1
16: O=C(CCN=C1NS(=O)(=O)c2ccccc21)Nc1ccccc1
Assay by compound,9,10,11,12,13,14,15,16
mcGAS inh,/,/,/,/,-5,-9,-6,-3
hcGAS inh,-13,54*,-2,-7,-3,-5,-8,1
NPYLR7 agonist,4,-5,17,-1,2,1,4,7

17: COCC(C)NC(=O)c1cc2c(C)nn(Cc3ccccc3)c2s1 (stereo unspecified)
18: N#CSCC(=O)C12CC3CC(CC(C3)C1)C2
19: Cc1cccc(Nc2nc(NCCN3CCOCC3)nc3c2cnn3C)c1
20: CCC(C)N(Cc1cccc(C)c1)CC(O)COCc1ccccc1 (stereo unspecified)
21: CC(C)Nc1ncccc1C(=O)NCCNc1ccc([N+](=O)[O-])cn1
22: COc1ccc2nc(-c3cccc(NC(=O)Nc4ccc(C)cc4)c3)cn2n1
23: COCCN1CCC(C(=O)N(C)Cc2nc3ccccc3s2)C1 (stereo unspecified)
24: CCOC(=O)C1CCN(c2cc(Oc3ccc(C)cc3)ncn2)CC1
Assay by compound,17,18,19,20,21,22,23,24
mcGAS inh,/,26,-6,-4,0,1,-19,-5
hcGAS inh,-2,-6,-4,-4,-2,0,-4,-5
NPYLR7 agonist,2,/,7,11,-18,1,9,-12

25: COc1ccc(C(=O)NCc2cccc(-c3ncc(-c4ccccc4)[nH]3)c2)cc1
26: Cc1nc2c(=O)n(CC(=O)NCc3ccco3)nc(-c3cccs3)c2s1
27: COc1cccc(NC(=O)C2(C)CCN2C(=O)c2cccc(F)c2)c1 (stereo unspecified)
28: COc1cccc(CN(Cc2cccc(C(F)(F)F)c2)Cc2nc(C(=O)NCc3ccco3)co2)c1
29: O=C(CNC(=O)c1ccccc1Cl)N=Nc1c(O)n(Cc2ccccc2)c2ccccc12
30: CC[C@@H](NC(=O)N[C@H]1C[C@H]2C(=O)NCC(=O)N2C1)c1ccccc1
31: O=C(c1cc(-c2ccc(F)cc2)c[nH]1)N1CCN(c2ccccc2O)CC1
32: COc1cccc(C)c1NC(=O)c1cccc(CN(C)C2CCOCC2)c1
Assay by compound,25,26,27,28,29,30,31,32
mcGAS inh,2,-6,/,-6,-2,/,/,-16
hcGAS inh,2,9,1,-7,2,-8,0,-3
NPYLR7 agonist,4,4,6,17,0,6,8,/

33: Nc1ccc(S(N)(=O)=O)cc1[N+](=O)[O-]
34: O=C(CSC1=NCCN1)NC1CCCCCC1
35: Cc1nc(C)c(CC(=O)N2CCC3(CC2)C(=O)Nc2ccccc23)c(=O)[nH]1
36: CC1CCN(C(=O)c2cccc(NC(=O)c3cccnc3)c2)C1 (stereo unspecified)
37: CCCCNC(=O)c1ccc(Cl)cc1O
38: Cc1cnc(C(=O)Nc2ccc(S(=O)(=O)NC3=NCCC3)cc2)cn1
39: CN(C)C(C(=O)N1CCC(Cn2cccn2)CC1)c1ccc(F)cc1 (stereo unspecified)
40: COC(=O)c1c(-c2cccs2)csc1NC(=O)c1cc(OC)c(OC)c(OC)c1
Assay by compound,33,34,35,36,37,38,39,40
mcGAS inh,-9,-3,/,/,/,-17,/,-4
hcGAS inh,-4,0,-7,-14,0,-5&-8,0,-4
NPYLR7 agonist,4,5,-5,-1,-17,14&11,7,-5

41: CCN(CC)C(=O)Oc1ccc2c(ccn2Cc2ccc(OC)cc2)c1-c1cc(F)cc(F)c1
42: COC(=O)c1ccc2c(=O)[nH]c(CS(=O)(=O)c3ccc(C)cc3)nc2c1
43: CCS(=O)(=O)Oc1cc(CN(C(=O)Nc2ccccc2Br)C(C)C)ccc1OC
44: CCCn1cc(CN2CCN(Cc3cccc(C)n3)C(CCO)C2)c(C)n1 (stereo unspecified)
45: CCOc1ccc(/C=N\NC(=O)CSc2nc3ccccc3s2)cc1
46: NS(=O)(=O)c1ccc(Sc2ccccc2F)nc1
47: Cc1[nH]c2ccccc2c1C(c1cccs1)N1CCCC1 (stereo unspecified)
48: CC(=O)O[C@H]1[C@@H](CN(C)C(=O)OCc2ccccc2)[C@H]2O[C@@H]1c1ccccc12
Assay by compound,41,42,43,44,45,46,47,48
mcGAS inh,-6,/,-3,-10,-1,/,-7,-2
hcGAS inh,-3,-6,4,-6,4,-8,-7,3
NPYLR7 agonist,15,-1,-12,-2,-8,9,-9,-8

Values by screen from the list:
hcGAS inh, compounds 35 to 43: -7, -14, 0, -5&-8, 0, -4, -3, -6, 4
NPYLR7 agonist, compounds 35 to 43: -5, -1, -17, 14&11, 7, -5, 15, -1, -12

(continued)
49: Cn1c(=NC(=O)c2ccc(Cl)s2)sc2cc(S(C)(=O)=O)ccc21
50: O=C1C2C(C(=O)N1c1cc(Cl)ccn1)C1C=CC2C12CC2 (stereo unspecified)
51: Cc1cnc(CN(C)C(C)C(=O)NC2CCCCC2)[nH]1 (stereo unspecified)
52: CC(=O)Nc1ccc(NC(C)C(=O)NCc2cccs2)cc1Cl (stereo unspecified)
53: CN(CC1Cc2ccccc2O1)C(=O)CC1(c2ccc(-c3ccccc3)cc2)CC(=O)N(C)C1=O (stereo unspecified)
54: Cc1ccc(S(=O)(=O)NC(=O)Cn2nc(C)c(Cl)c2C)s1
55: CC(C)C(=O)N1CCC(N2CC[C@@H](c3ccc(F)cc3)[C@H](O)C2)CC1
56: Clc1ccc(Sc2ncccn2)cc1
Assay by compound,49,50,51,52,53,54,55,56
mcGAS inh,/,1,-6,/,-10,-8,1,/
hcGAS inh,-7,5,-16,3,-8,-4,2,-5
NPYLR7 agonist,0,-8,/,-2,16,-3,7,-1

Shown as a markdown table: entries from further up.
| entry | SMILES | mcGAS inh | hcGAS inh | NPYLR7 agonist |
| --- | --- | --- | --- | --- |
| 50 | O=C1C2C(C(=O)N1c1cc(Cl)ccn1)C1C=CC2C12CC2 (stereo unspecified) | 1 | 5 | -8 |
| 51 | Cc1cnc(CN(C)C(C)C(=O)NC2CCCCC2)[nH]1 (stereo unspecified) | -6 | -16 | / |

Further records:
57: COc1ccc2c(c1)C(CN1CCN(c3ccc4oc(C(=O)O)cc4c3Cl)CC1)=CC(C)(C)CO2
58: CC(C)(NC(=O)c1cccs1)C(=O)NCc1ccccc1Cn1cccn1
59: Cc1ccc(Nc2nc(N3CCN(C)CC3)nc3nccnc23)cc1Cl
60: O=C(CCN1C(=O)c2ccccc2C1=O)Nc1ccccc1C(=O)N1CCOCC1
61: CCCCCc1ccc(C(=O)NCCN2CCN(c3nc(Cc4ccc(F)cc4)ns3)CC2)cc1
62: Cc1cc(C(=O)N(CCN(C)C)c2nc3ccc(Cl)cc3s2)no1
63: CS(=O)(=O)NC1CCN(Cc2cc3n(n2)CCCNC3)CC1
64: COc1ccc(-n2c(SCC(=O)c3ccccc3)nc3c(c2=O)SC(C)C3)cc1 (stereo unspecified)
Assay by compound,57,58,59,60,61,62,63,64
mcGAS inh,-5,-17,/,/,2,-7,/,/
hcGAS inh,-2,-6,3,-5,3,-10,1,-12
NPYLR7 agonist,4,7,3,-5,-4,0,1,2

Two compounds from above with just NPYLR7 agonist:
#	SMILES	NPYLR7 agonist
58	CC(C)(NC(=O)c1cccs1)C(=O)NCc1ccccc1Cn1cccn1	7
59	Cc1ccc(Nc2nc(N3CCN(C)CC3)nc3nccnc23)cc1Cl	3

Following part.
65: O=S(=O)(NCc1ccccc1)N1CCN(CC2CCCO2)CC1 (stereo unspecified)
66: CC(=O)Nc1ccc(N2C(=O)CSC2c2ccc(Br)cc2)cc1 (stereo unspecified)
67: CC(C)CS(=O)(=O)CC(=O)N1CC(c2ccc(F)cc2)CC1C (stereo unspecified)
68: Cc1ccc(C)c(NC(=O)/C(C#N)=C/c2ccc(Sc3nc(C)cc(C)n3)o2)c1
69: COc1cc(OC)cc(OCCO)c1
70: O=C(NC1(C(F)(F)F)N=C(c2ccccc2)NC1=O)c1ccccc1 (stereo unspecified)
71: O=C1NCC2(CCCN(C(=O)c3cc(-c4ccccc4)nc4ccccc34)C2)O1 (stereo unspecified)
72: CCc1cccc(NC(=O)N(CC(=O)N(Cc2ccc(F)cc2)Cc2cccs2)C2CCCCC2)c1
Assay by compound,65,66,67,68,69,70,71,72
mcGAS inh,/,-1,/,/,/,/,/,-3
hcGAS inh,1,1,2,-3,0,-8,-4,1
NPYLR7 agonist,-1,-1,28,2,-13,27,1,-3

Compound profiles, as listed above. Order of values: mcGAS inh | hcGAS inh | NPYLR7 agonist
COc1ccc(C(=O)NCC(=O)Nc2nc3cc4c(cc3s2)OCCO4)cc1OC in the list: -7 | -7 | 9
Cc1cc(C(=O)N(CCN(C)C)c2nc3ccc(Cl)cc3s2)no1 in the list: -7 | -10 | 0
Cc1ccc(S(=O)(=O)NC(=O)Cn2nc(C)c(Cl)c2C)s1 in the list: -8 | -4 | -3

New compounds follow.
73: CCn1nccc1C(=O)N(CCN1CCOCC1)c1nc2c(Cl)cccc2s1
74: Cc1ccccc1-c1cn[nH]c1C1CCN(C(=O)CN2C(=O)c3ccccc3C2=O)CC1
75: CN(C(=O)C(N)c1ccccc1)C1CCSC1 (stereo unspecified)
76: O=C(NCc1ccccc1)c1csc(N2CCN(Cc3ccccc3)C2=O)n1
77: CCCN(CCc1ccccc1)C1CCc2c(O)cccc2C1 (stereo unspecified)
78: O=C(c1cccc(S(=O)(=O)Cc2ccccc2)c1)N1CC(OCC(F)F)C1
79: CCC(C(=O)Nc1ccc(C2SCC(=O)N2c2ccc(F)cc2F)cc1)c1ccccc1 (stereo unspecified)
80: CCc1nnc(SCC(=O)N2CCCC(C(=O)c3ccc(-c4ccccc4)cc3)C2)o1 (stereo unspecified)
Assay by compound,73,74,75,76,77,78,79,80
mcGAS inh,-6,-13,/,/,-3,/,-7,/
hcGAS inh,-5,-11,-1&2,-1,7,-7,-2,-1
NPYLR7 agonist,3,18,1&2,2,5,3,6,5

81: O=C(COc1ccc(Br)cc1)N=Nc1c(O)[nH]c2ccc(Cl)cc12
82: Cc1ccc(CN(Cc2ccc(F)cc2)C(=O)CN(CCN2CCOCC2)C(=O)Nc2ccccc2)s1
83: COc1ccccc1OCCN(C)CCNC(=O)OC(C)(C)C
84: COc1ccccc1CCN1CCC(CN(C)C(=O)C2CC23CCC3)CC1 (stereo unspecified)
85: CCc1ccccc1N1C(=O)CSC1c1ccc(NC(=O)c2ccc(Cl)c([N+](=O)[O-])c2)cc1 (stereo unspecified)
86: COCC(=O)Nc1cccc(-c2cccc(OC)c2F)c1
87: CC(CNCc1cn[nH]c1-c1ccc(F)cc1)Oc1cccnc1 (stereo unspecified)
88: CCCC(C)c1nnc(NC(=O)Cc2[nH]nc3ccccc23)s1 (stereo unspecified)
89: COc1ccc(CCOc2nc(-c3ccccc3F)n(-c3cccc(NC(=O)c4ccc(F)cc4)c3)n2)cc1
Assay by compound,81,82,83,84,85,86,87,88,89
mcGAS inh,-5,-9,/,-10,-4,/,/,/,-4
hcGAS inh,-1,-13,-3,-6,-7,-4,-7,-8,-15
NPYLR7 agonist,1,/,3,0,11,6,20,10,18
